# ADAM10 inh = ADAM10 inhibition, QFRET primary screen. O14672. recombinant ADAM10, EDANS/DABCYL FRET peptide cleavage, 3 h. inhibition, % at 7 µM. 370,000 compounds, 0.62% hits;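 active means inhibition above a per-campaign cutoff equal to the mean of compounds falling between control-based bounds plus 3 SD, cut at about 20% in these data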;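 further: 0% = DMSO wells while the 100% control is not disclosed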
# LEDGF integ inh = blocks HIV-1 LEDGF/p75-dependent DNA integration | 370,000 compounds, 0.64% hits | inhibition, % at 3.7 µM | AID 743269 | TR-FRET IN-LEDGF/p75 DNA integration, Eu/Cy5;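 active means inhibition above the screen-wide mean plus 3 SD, cut at about 13% in these data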;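 further: signal is the Cy5 over europium emission ratio at 671 and 618 nm; 0% = plate median of compound wells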
# proKLK7 act = activators of human kallikrein-7 zymogen; P49862; activation, % at 7 µM; purified proKLK7, EDANS-DABCYL substrate fluorescence; 100% is mature enzyme control, 0% vehicle; 370,000 compounds, 0.9% hits;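 active means activation above the mean of all tested compounds plus 3 SD, computed per campaign excluding outliers beyond control limits, cut at about 13% in these data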
# Target sequence (P49862 whole entry, looked up): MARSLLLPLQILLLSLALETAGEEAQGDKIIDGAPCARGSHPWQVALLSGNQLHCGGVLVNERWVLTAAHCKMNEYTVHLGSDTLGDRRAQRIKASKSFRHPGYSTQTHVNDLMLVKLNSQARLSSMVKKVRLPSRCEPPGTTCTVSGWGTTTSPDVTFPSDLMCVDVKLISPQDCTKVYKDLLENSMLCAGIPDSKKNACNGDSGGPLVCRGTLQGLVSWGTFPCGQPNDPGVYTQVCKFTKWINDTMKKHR
# DDE Tn6 FP inh = disrupts Tn6 cyclic peptide binding to fibrin D-Dimer-E complex; P02675; Fibrin DD(E) TRITC-Tn6 fluorescence polarization displacement; inhibition, % at 8.3 µM; 370,000 compounds, 0.21% hits;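 active means inhibition above a per-campaign cutoff: mean of compounds within control limits plus 3 SD, cut at about 15% in these data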;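 further: 0% = median of all compound wells on the plate and 100% = blocking peptide control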
# Target sequence (P02675 whole entry, looked up): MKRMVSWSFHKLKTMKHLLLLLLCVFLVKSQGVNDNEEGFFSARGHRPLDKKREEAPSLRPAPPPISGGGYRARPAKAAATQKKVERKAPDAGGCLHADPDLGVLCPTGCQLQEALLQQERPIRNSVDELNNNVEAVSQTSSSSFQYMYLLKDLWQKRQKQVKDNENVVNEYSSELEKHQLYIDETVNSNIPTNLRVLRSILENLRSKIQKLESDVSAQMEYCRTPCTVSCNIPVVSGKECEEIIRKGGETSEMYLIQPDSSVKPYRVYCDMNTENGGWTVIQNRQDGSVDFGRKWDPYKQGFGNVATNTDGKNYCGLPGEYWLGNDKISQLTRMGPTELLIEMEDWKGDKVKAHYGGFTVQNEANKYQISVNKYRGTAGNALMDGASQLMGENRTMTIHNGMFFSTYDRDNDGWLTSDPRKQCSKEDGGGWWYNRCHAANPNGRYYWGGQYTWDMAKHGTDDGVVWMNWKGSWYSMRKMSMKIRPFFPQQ
# Tn7 DDE FP = inhibitors of Tn7 peptide binding to human fibrin DD(E); FP displacement of FITC-Tn7 peptide from fibrin DD(E); 0% = median of compound wells per plate; inhibition, % at 8.3 µM; 370,000 compounds, 0.13% hits; AID 720508;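 active means inhibition above the mean of compounds falling within the control limits plus 3 SD of them, cut at about 14% in these data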;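 further: 0% = plate median of compound wells and 100% = 10 µM Aha-Tn7 peptide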
#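 Assay system: Human fibrin DD(E) protein | Medium: Tris buffer with calcium and detergent, pH 7.8 | Reagent: 0.1 µM fluorescent Tn7 | Compound dosing: Single point at 8.3 µM | Times: 10 min preincubation, 3 h with tracer, room temperature | Detection: Fluorescence polarization of the labelled Tn7 tracer | Controls: Aha-Tn7 high control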
# TDP2 absorb = TDP2 (human) inhibition, absorbance primary screen. recombinant TDP2, T5PNP hydrolysis, p-nitrophenol absorbance 415 nm. inhibition, % at 12.8 µM. 370,000 compounds, 0.34% hits. O95551. AID 720702;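 active means inhibition above the mean of all tested compounds plus 3 SD, set per campaign, cut at about 25% in these data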;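 further: 0% = DMSO with enzyme and 100% = buffer with substrate but no TDP2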
#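 Evaluation: % inhibition relative to enzyme-containing and enzyme-free wells. Material: recombinant human TDP2. Benchmarks: enzyme-free and DMSO wells. Timing: enzyme reaction with compound for 2 h at 37 °C. Compound dosing: 12.8 µM only. Measured by: p-Nitrophenol epi absorbance. Reagent: T5PNP substrate at 5 mM, a TopII-DNA adduct mimic. Replication: single well per compound.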
# ASAP1 inh = inhibitors of human ASAP1 ArfGAP activity; ASAP1-stimulated ARF1 GTP hydrolysis, GDP FP detection; inhibition, % at 16.5 µM; 360,000 compounds, 0.19% hits; in the data active means inhibition above about 25%;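 further: 0% = vehicle with enzyme and substrate and 100% = no enzyme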
# ARFGAP1 inh = inhibits rat ARF GTPase activating protein 1; inhibition, % at 16.5 µM; 360,000 compounds, 0.26% hits; Q62848; Arfgap1-stimulated ARF1 GTP hydrolysis, GDP FP detection;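 active means inhibition above a per-plate limit, mean inhibition of low control wells plus 3 SD, cut at about 25% in these data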;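 further: 0% = DMSO wells with enzyme and 100% = wells lacking Arfgap1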
# Target sequence (Q62848 1-136 limits assumed): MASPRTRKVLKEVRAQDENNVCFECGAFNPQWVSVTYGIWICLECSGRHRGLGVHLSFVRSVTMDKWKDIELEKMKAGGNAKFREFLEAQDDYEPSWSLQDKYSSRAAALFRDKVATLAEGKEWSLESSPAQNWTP
#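 Replicates: Single well per compound | Assay system: Truncated rat Arfgap1 GAP domain | Control set: No-Arfgap1 wells (100%) versus DMSO full-reaction wells (0%) | Times: Enzyme reaction 120 min at 25 °C after 20 min preincubation | Reagent: Human ARF1(Δ1-17)-GTP substrate | Measured by: Tracer-displacement fluorescence polarization with EDTA stop, 620/688 nm | Measure: Percent inhibition of Arfgap1-stimulated GTP hydrolysis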
# PLC-gamma1 inh = blocks human PLC-gamma1 enzyme activity; AID 720700; purified PLC-gamma1, fluorogenic substrate, fluorescence; inhibition, % at 12.2 µM; 370,000 compounds, 0.84% hits; in the data active means inhibition above about 9.5%
# ADAM17 inh = ADAM17 inhibition, QFRET primary screen; 370,000 compounds, 0.83% hits; inhibition, % at 6.95 µM; P78536; recombinant ADAM17, EDANS/DABCYL FRET peptide cleavage;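 active means inhibition above the mean of compounds lying between control limits plus 3 SD, set per campaign, cut at about 8.5% in these data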;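 further: 0% = DMSO-only wells as the low control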
# * = called active by the depositor; i = inactive; . = no result given. This is a random part of the collection (roughly 4.2% active in at least one column).
SMILES,ADAM10 inh,LEDGF integ inh,proKLK7 act,DDE Tn6 FP inh,Tn7 DDE FP,TDP2 absorb,ASAP1 inh,ARFGAP1 inh,PLC-gamma1 inh,ADAM17 inh
COc1ccc(CCNC(=O)c2ccc(Cl)nc2)cc1,3,2,0.5,1,3,14,6,2,2,1
CCCCCn1c(N2CCN(Cc3ccccc3)CC2)nc2c1c(=O)[nH]c(=O)n2C,-2,0,-0.8,-8,7,-10,-5,-5,-1,0
Cc1nc2[nH]c(=O)n(O)c(=O)c2s1,-8,3,0.1,7,-1,-5,-13,-7,-2,-7
CC1(C)C(=O)OC(/C=C\c2cccc([N+](=O)[O-])c2)C(C)(C)C1=O (centres undefined),1,1,0.1,-2,3,7,-9,-11,2,-1
O=C(Nc1ccc(OC(F)(F)F)cc1)c1cnc2n(c1=O)CCS2,-12,2,-0.4,2,9,9,-14,-11,1,-2
CCOC(=O)c1cc(-c2ccccc2)n(CC(=O)O)c1C,2,4,-1.2,0,4,-1,3,-4,-2,-3
CN1C(C(=O)NCc2ccccc2)CC2Cn3c(nc4cc(Cl)c(Cl)cc43)C21 (centres undefined),4,3,0.6,-1,-1,11,13,-5,-2,-1
Cc1ccc(CNC(=O)NC23CC4CC(CC(C4)C2)C3)cc1,-4,-4,0.2,-5,-1,-5,3,0,4,2
CCN1C(=O)c2cccc3c(N)ccc(c23)C1=O,-20,-6,0.5,7,32*,-3,5,-4,-474,-7
CCOC(=O)N1CCN(Cc2ccccc2F)CC1,-3,3,-0.9,2,-4,21,-8,-6,0,-1
CCn1c(SCC(=O)N=Nc2c(O)[nH]c3ccccc23)nc2ccccc21,9,1,-0.3,0,8,7,7,-6,-3,2
CC1C(C)N(C(=O)CCCl)c2ccccc2N1C(=O)CCCl (centres undefined),-15,-6,-0.1,-2,3,-6,4,11,3,-6
CCCc1cc(=O)[nH]c(SCC(=O)c2cc(C)n(-c3cc(C)on3)c2C)n1,3,-3,0.9,2,8,13,-13,0,-2,-6
COc1ccc(C2=NN(C(=O)c3ccco3)C(c3cccs3)C2)cc1OC (centres undefined),-12,5,0.0,-1,-4,2,1,9,-18,1
Cc1cc(C)cc(Nc2nc3c([nH]2)c(=O)n(C)c(=O)n3C)c1,-1,3,0.1,4,2,0,4,1,2,1
Cc1ccc2c(c1)N(CC(=O)NCC1CCCO1)C(=O)C(C(C)C)O2 (centres undefined),-1,0,-0.4,4,4,9,5,-2,2,-2
O=C(Nc1ccc2c(c1)OCO2)c1cc(C2CCCCN2C(=O)CCCc2ccccc2)on1 (centres undefined),-2,-3,0.0,-1,8,-7,1,3,0,1
Cc1c(C)n(CCc2ccccc2)c2ncnc(NCCO)c12,1,0,0.3,-3,-1,-5,12,18,1,0
COc1ccc(CNCc2ccc3c(c2)OCO3)c(OC)c1OC,-9,3,-0.3,-6,-5,17,-10,2,5,-6
O=C(CCCC1=NS(=O)(=O)c2ccccc2N1)N1CCN(c2ccc([N+](=O)[O-])cc2)CC1,4,7,0.9,8,0,-24,8,5,6,1

# Single records (already shown). Order of values: ADAM10 inh, LEDGF integ inh, proKLK7 act, DDE Tn6 FP inh, Tn7 DDE FP, TDP2 absorb, ASAP1 inh, ARFGAP1 inh, PLC-gamma1 inh, ADAM17 inh
# Cc1cc(C)cc(Nc2nc3c([nH]2)c(=O)n(C)c(=O)n3C)c1 across the screens: -1, 3, 0.1, 4, 2, 0, 4, 1, 2, 1
# Cc1nc2[nH]c(=O)n(O)c(=O)c2s1 across the screens: -8, 3, 0.1, 7, -1, -5, -13, -7, -2, -7

# Single entries from above.
# Value for COc1ccc(CCNC(=O)c2ccc(Cl)nc2)cc1 in LEDGF integ inh: 2
# Value for CC1C(C)N(C(=O)CCCl)c2ccccc2N1C(=O)CCCl (centres undefined) in Tn7 DDE FP: 3

# Carrying on.
SMILES,ADAM10 inh,LEDGF integ inh,proKLK7 act,DDE Tn6 FP inh,Tn7 DDE FP,TDP2 absorb,ASAP1 inh,ARFGAP1 inh,PLC-gamma1 inh,ADAM17 inh
CCC(C)c1ccc(NC(=S)N2CCN(C(=O)C3CCCO3)CC2)cc1 (centres undefined),-5,-2,-0.4,4,-5,7,4,5,1,1
Cc1ccc([N+](=O)[O-])cc1NC(=O)CSc1nnc(C)n1CC1CCCO1 (centres undefined),0,-7,0.7,-6,1,-10,-6,-1,5,-3
CCCCN(C)C(=O)c1[nH]c(C(F)(F)F)nc1-c1ccccc1,5,2,0.2,3,-10,-8,9,2,8,2
COc1ccc(C2c3ccccc3NC3C2C(=O)N(Cc2ccc(OC)cc2OC)[C@H]3Cc2ccccc2)cc1 (some centres undefined),-9,-3,-0.4,-1,-4,-1,.,.,-1,-9
CCCCOCCOC(=O)C1OC1(C)c1ccccc1 (centres undefined),-12,-3,-0.4,-5,-1,-4,-6,7,1,-2
CC1CN(S(=O)(=O)c2cccc(C(=O)NCc3ccco3)c2)CC(C)O1 (centres undefined),-11,-1,0.6,8,0,7,14,-10,-1,-4
O=C(CCC1N=C2c3ccccc3N=C(SCC(=O)NCc3ccco3)N2C1=O)NCc1ccco1 (centres undefined),-61,1,0.5,0,5,-8,-2,12,-11,-25
COC(=O)c1ccc(CSc2nnc(Nc3cccc(OC)c3)s2)o1,7,-1,0.0,-11,-5,-4,12,3,6,7
Cc1ccc(C2CC(c3ccccc3OC(F)F)Nc3ncnn32)cc1 (centres undefined),-5,5,0.1,11,6,-2,3,14,1,-3
Cc1cc(C)c(NC(=O)Nc2ccccc2)c(C)n1,-8,-5,-0.3,3,-3,4,6,4,-3,-6
O=C(Nc1ccccc1C(=O)N1CCOCC1)c1ccncc1,7,3,0.5,-2,3,0,-2,8,6,2
CC(C)Sc1ncnc2c1cnn2-c1ccccc1,1,-1,0.6,8,0,15,6,0,1,3
COc1cc2cc(Oc3ccc4ccc(=O)oc4c3)c(=O)oc2cc1OC1OC(COC(=O)CC(C)(O)CC(=O)O)C(O)C(O)C1O (centres undefined),i,6,21*,-1,-1,10,-13,4,-200,-156
Cc1cc(OCCCCCN2CCCC2)ccc1Cl,-6,-4,0.4,5,3,7,-6,7,2,2
CN(C)C(=O)C1=NOC2(C1)C(=O)Nc1ccccc12 (centres undefined),-6,1,-0.3,4,2,6,2,-5,1,-2
Cc1ccccc1NC(=O)CSc1nnc2ccc(-c3cccnc3)nn12,-15,-2,0.5,0,2,14,3,-5,-77,-5
CCN(CCn1cccn1)C(=O)CC1C(=O)NCCN1Cc1cccc(OC)c1OC (centres undefined),-1,3,-0.3,-3,-6,-13,4,-6,4,2
CCC1Sc2ccccc2N(CC(=O)NCCC2=CCCCC2)C1=O (centres undefined),2,0,0.6,6,-6,-16,5,5,0,2
Cc1cc2ccccc2c(=O)[nH]1,-42,-3,0.1,-8,6,14,-4,4,-3,-19
O=C(NCc1n[nH]c(=S)n1-c1cccc(C(F)(F)F)c1)c1ccc(S(=O)(=O)N2CCCC2)cc1,0,-4,-0.3,9,5,2,0,11,1,-3

# In a second layout: 2 of the compounds above.
Cc1ccc([N+](=O)[O-])cc1NC(=O)CSc1nnc(C)n1CC1CCCO1 (centres undefined)
  ADAM10 inh: 0	LEDGF integ inh: -7	proKLK7 act: 0.7	DDE Tn6 FP inh: -6	Tn7 DDE FP: 1	TDP2 absorb: -10	ASAP1 inh: -6	ARFGAP1 inh: -1	PLC-gamma1 inh: 5	ADAM17 inh: -3

CCCCN(C)C(=O)c1[nH]c(C(F)(F)F)nc1-c1ccccc1
  ADAM10 inh: 5	LEDGF integ inh: 2	proKLK7 act: 0.2	DDE Tn6 FP inh: 3	Tn7 DDE FP: -10	TDP2 absorb: -8	ASAP1 inh: 9	ARFGAP1 inh: 2	PLC-gamma1 inh: 8	ADAM17 inh: 2

# Compounds above that have a COOH group, in the order listed:
SMILES,ADAM10 inh,LEDGF integ inh,proKLK7 act,DDE Tn6 FP inh,Tn7 DDE FP,TDP2 absorb,ASAP1 inh,ARFGAP1 inh,PLC-gamma1 inh,ADAM17 inh
CCOC(=O)c1cc(-c2ccccc2)n(CC(=O)O)c1C,2,4,-1.2,0,4,-1,3,-4,-2,-3
COc1cc2cc(Oc3ccc4ccc(=O)oc4c3)c(=O)oc2cc1OC1OC(COC(=O)CC(C)(O)CC(=O)O)C(O)C(O)C1O (centres undefined),i,6,21*,-1,-1,10,-13,4,-200,-156

# Next part:
SMILES,ADAM10 inh,LEDGF integ inh,proKLK7 act,DDE Tn6 FP inh,Tn7 DDE FP,TDP2 absorb,ASAP1 inh,ARFGAP1 inh,PLC-gamma1 inh,ADAM17 inh
COc1ccc(CNC(=O)C2CC(c3ccc(F)cc3)=NO2)cc1 (centres undefined),-9,-3,0.1,-1,3,2,-5,-11,-1,-1
CCCN1Cc2cccc(C(=O)Nc3ccc(CN4CCCC4)cc3)c2C1=O,0,-1,0.6,-1,-9,2,-2,-12,-1,0
O=C1C2C3c4ccccc4C(c4ccccc43)C2C(=O)N1c1ccncc1 (centres undefined),1,-1,-0.2,0,1,-3,7,-6,0,-4
Cc1[nH]c(C)c(S(=O)(=O)NCCc2ccccc2)c1C(=O)N1CCCCC1,-4,5,0.3,-11,-7,-12,12,13,4,2
COc1ccc(Cl)c2c1[nH]c1nc(SCc3ccccn3)nnc12,8,2,0.2,-7,3,3,-6,0,-10,1
Nc1ccn([C@@H]2O[C@H](C(=O)N[C@H](Cc3ccccc3)C(=O)NCc3cccc4c3OCO4)[C@@H](O)[C@H]2O)c(=O)n1,-8,0,-0.8,6,4,2,-2,-16,-1,-3
COc1ccc(NC2CS(=O)(=O)CC2NCc2ccco2)cc1 (centres undefined),-8,0,-0.4,-3,-5,-4,-4,-3,-1,-3
Cc1cc(C)c2oc(=O)cc(CN3CCC(C)CC3)c2c1,-2,-3,0.7,-10,7,7,-3,-3,-10,-3
